N-glyco inh – N-linked glycosylation inhibition | 360,000 compounds, 0.23% hits | D54 ERlucT glycosylation luciferase reporter, 24 h; percent of 100 nM tunicamycin response | reporter increase, % at 12.5 µM;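 active = mean luciferase reporter signal, scaled so untreated is 0 and the glycosylation-blocking control 100, at or above a set limit in every replicate; inconclusive = mean reaches the limit but not every replicate does; inactive = mean below the limit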;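 also: luciferase carries N-glycosylation sites so blocking glycosylation raises the light; 0% = median of neutral control wells and 100% = median of 100 nM tunicamycin wells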
HTR2A ag – agonists of mouse serotonin 5-HT2A receptor (HTR2A) | P35363 | CHO-K1 mHTR2A beta-arrestin complementation, luminescence; percent of 30 µM serotonin response | activation, % at 7.6 µM | 360,000 compounds, 0.66% hits | AID 624169;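 active = activation above a run cutoff, the mean activation of all tested compounds plus 3 SD, cut at about 14% in these data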;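 also: 0% = plate median of compound wells and 100% = 30 µM serotonin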
Cardio protect – modulators protecting cardiomyocytes from myocardial damage; H9c2 cardiomyocytes, H2O2 injury protection, ATPLite, 2 h; AID 588492; protection from H2O2 cell death, % at 20 µM; 360,000 compounds, 0.63% hits;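 active = compounds giving at least 50% protection of heart cells from peroxide-induced death in the single-dose screen, raw or plate-pattern-corrected value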;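 also: 0% = DMSO wells with peroxide and 100% = DMSO wells without peroxide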
aDG glyco act – alpha-DG glycosylation activation. Pro5-aDG cells, alpha-DG glycosylation AlphaScreen (IIH6); 0% Pro5, 100% B10-LARGE cell signal. 360,000 compounds, 0.22% hits. activation, % at 10 µM. AID 624168;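 active = activation of at least 8% versus controls, or a plate z-score of at least 8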;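 also: Pro5 are CHO cells carrying HIG-tagged alpha-DG that lacks glycosylation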
ABCB6 inh 2 – human ABCB6 transporter inhibition; Q9NP58; K562-ABCB6 porphyrin accumulation, flow cytometry, 1 h; stronger effect = lower value; fluorescence ratio to DMSO, % at 10 µM; 360,000 compounds, 0.19% hits; AID 602162;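 active = fluorescence ratio to DMSO below 75%, the collection mean minus 3 SD; inconclusive = too few cells collected in the well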;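 also: signal is porphyrin accumulated inside mitochondria; 100% equals median channel fluorescence of DMSO control wells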
Target sequence (Q9NP58 whole entry, looked up): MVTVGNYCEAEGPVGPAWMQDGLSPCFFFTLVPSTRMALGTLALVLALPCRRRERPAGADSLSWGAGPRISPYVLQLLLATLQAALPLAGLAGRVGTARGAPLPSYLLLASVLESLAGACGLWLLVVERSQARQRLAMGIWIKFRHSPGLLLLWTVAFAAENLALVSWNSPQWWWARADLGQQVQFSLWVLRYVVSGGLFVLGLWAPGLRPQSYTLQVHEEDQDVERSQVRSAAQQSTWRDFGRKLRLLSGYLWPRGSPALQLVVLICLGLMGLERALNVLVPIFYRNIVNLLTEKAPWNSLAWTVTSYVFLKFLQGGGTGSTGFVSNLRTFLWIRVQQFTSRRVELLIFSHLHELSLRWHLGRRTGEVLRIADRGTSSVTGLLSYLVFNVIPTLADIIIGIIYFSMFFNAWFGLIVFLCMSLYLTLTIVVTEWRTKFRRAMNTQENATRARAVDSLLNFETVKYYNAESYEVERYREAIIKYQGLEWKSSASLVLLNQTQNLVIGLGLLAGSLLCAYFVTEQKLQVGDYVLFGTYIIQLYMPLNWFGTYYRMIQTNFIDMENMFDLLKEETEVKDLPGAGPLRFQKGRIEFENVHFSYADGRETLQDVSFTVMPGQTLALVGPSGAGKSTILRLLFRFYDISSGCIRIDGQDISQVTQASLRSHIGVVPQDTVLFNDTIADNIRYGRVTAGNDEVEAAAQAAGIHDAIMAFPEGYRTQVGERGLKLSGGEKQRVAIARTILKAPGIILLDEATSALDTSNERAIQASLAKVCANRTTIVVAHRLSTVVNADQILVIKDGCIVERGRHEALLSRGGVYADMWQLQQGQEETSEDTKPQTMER
PDI turbidity – inhibitors of human protein disulfide isomerase. AID 588391. PDI insulin aggregation turbidity, A650, 90 min. inhibition, % at 10 µM. P07237. 350,000 compounds, 0.052% hits;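 active = mean inhibition across replicates of 30% or more, whatever share of single replicates reach that level; inconclusive = mean inhibition below 30% while every single replicate reaches 30%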;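 also: absorbance from insulin aggregation driven by PDI reduction with DTT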
Exocytosis inh – blocks lytic granule exocytosis; TALL-104 LAMP-1 surface exposure, flow cytometry; cells stimulated with thapsigargin and PMA; inhibition, % at 10 µM; 360,000 compounds, 0.66% hits; AID 651702;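 active = inhibition above about 55%, limit read from the data; inconclusive = no clear call, values can overlap the other calls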
CaV13 ICDI inh – Primary screen for inhibitors of IQ motif and Ca2+-dependent inactivation inhibitor domain binding in CACNA1D, Förster resonance energy transfer in living cells, … | HEK cells, CFP/YFP FRET ICDI-IQ, plate reader, 10 min; percent FRET-ratio fall versus neutral wells | inhibition, % at 12.3 µM | 340,000 compounds, 0.098% hits;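 active = mean replicate inhibition of at least 30% and at least 1% of replicates passing that level; inconclusive = only one of the two criteria is met; inactive = neither criterion is met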;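 also: 0% = median of the neutral control wells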
hiPSC survival – increases survival of single human iPS cells. 360,000 compounds, 0.044% hits. hiPSC single-cell survival, ATPlite luminescence; 100% = ROCK inhibitor wells, 0% = DMSO. survival enhancement, % at 20 µM; in the data active = survival enhancement above about 18%;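 also: cells exposed to compounds for 16 hours before the ATP read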
Vif inh – inhibitors of HIV Vif. HEK293T cells, Vif self-association by quenched fluorescence, imaging, 24 h. inhibition, % at 7.49 µM. 340,000 compounds, 0.35% hits; in the data active = inhibition above about 50%, passing the limit was not always enough; inconclusive = no clear call, values can overlap the other calls; inactive = below about 31%; also: some results filed as inactive read as strong as hits
The depositor's hits bear a star; i = inactive; ? = inconclusive; nt = not tested or not shown.

SMILES	N-glyco inh	HTR2A ag	Cardio protect	aDG glyco act	ABCB6 inh 2	PDI turbidity	Exocytosis inh	CaV13 ICDI inh	hiPSC survival	Vif inh
CCOCCCNC(=O)CNC(=S)N(Cc1ccc(C)cc1)Cc1ccco1	0	-1	-7	1.7	102	-3	-1	-1	0.9	1
O=C(Nc1ccccc1C(F)(F)F)NC1CCCCCCC1	-3	-2	-8	-0.1	98	-3	2	-4	1.9	3
COCC(=O)OCC(=O)c1cc(C)n(-c2ccc(Br)cc2)c1C	2	-1	6	-0.1	98	14	0	-6	-1.1	-1
CC(=O)Nc1ccccc1NC(=O)C/C(C)=N/NC(=O)C(=O)Nc1cccc(Cl)c1C	0	-2	0	0.7	97	1	3	-5	-0.4	-8
COc1ccc(CNC(=O)Nc2ccc([N+](=O)[O-])cc2)cc1	-5	-1	-19	-0.2	96	-7	-14	-13	-1.1	-2
Cc1ccc2c(c1)S(=O)(=O)N(C)C(c1ccccc1)=C2	-1	-3	-5	-0.2	87	0	6	-5	5.6	2
Cc1ccc(S(=O)(=O)NCc2ccc(C(=O)NCCCN3CCN(C)CC3)cc2)cc1	2	-7	-12	0.0	97	7	-3	-5	9.4	4
COCCN(C(=O)CSc1nnc(-c2ccc(C(C)(C)C)cc2)n1N)c1c(N)n(CC(C)C)c(=O)[nH]c1=O	-1	-2	0	-0.2	103	-3	-3	-6	-0.3	19
C=CCn1c(SCC(=O)Nc2cccc(OC)c2)nnc1-c1cccnc1	2	0	7	0.1	96	nt	8	-2	-3.1	6
O=C(Cc1ccc(Br)cc1)N1CCCCCC1	0	-1	-4	0.0	108	-5	-3	nt	8.3	4
O=C(O)Cn1cnc2c(OCc3ccccc3)ncnc21	2	-1	10	-0.1	98	0	0	-6	3.2	0
COCCNC(=O)C(c1ccc(O)cc1)N(C(=O)CCC(=O)Nc1nccs1)c1ccc(C)cc1 (centres undefined)	-1	5	14	0.1	100	5	-4	-3	5.4	-6
CCCCNC(=O)c1cc(-c2ccccc2)sc1N	nt	1	nt	0.4	nt	nt	-4	-4	nt	nt
COc1cccc(N2CC(C(=O)Nc3nnc(SCC(=O)NC4CCCC4)s3)CC2=O)c1 (centres undefined)	1	0	4	-0.2	94	-1	-8	-5	0.7	-1
NC(=O)c1ccc(CN2CCc3ccccc3C2)cc1	-1	2	-2	0.1	93	-5	-5	-1	-0.3	11
CCOC(=O)C(C(=O)OCC)c1cc(Br)c2noc3c2c1C(=O)c1ccccc1-3	17	0	-37	-0.2	i	5	98*	nt	0.9	-6
O=C(O)C(c1ccccc1)C1(O)CCCC1 (centres undefined)	0	-1	-2	0.0	102	4	1	-4	4.1	-10
O=C(CN1C(=O)NC2(CCc3ccccc32)C1=O)Nc1ccc(N2CCOCC2)cc1 (centres undefined)	-1	2	2	-0.2	96	-2	-6	-4	-2.3	-4
CN(C)C(CNS(=O)(=O)c1ccc(Cl)cc1)c1cccnc1 (centres undefined)	1	2	0	-0.2	100	nt	3	2	1.3	-2
Cc1ccc2cc(C#N)c(N3CCCN(S(=O)(=O)c4ccc(F)cc4)CC3)nc2c1	-2	-1	-5	0.4	112	1	-5	-16	-0.7	nt
COCCCN(C(=O)c1cc(C)oc1C)c1c(N)n(CC(C)C)c(=O)[nH]c1=O	0	4	-2	0.1	96	4	3	-6	0.2	10
Cc1cccc(Cn2c(N3CCN(CCO)CC3)nc3c2c(=O)[nH]c(=O)n3C)c1	1	3	5	0.0	89	8	-5	-1	0.0	6
CCN(CC)c1ccc(C(=O)OCC(=O)Nc2cc(C)on2)cc1	4	-5	-14	0.5	96	-7	-3	-2	-0.4	13
CCOC(=O)N1CCN(c2c(N3CCN(c4cccc(C)c4C)CC3)c(=O)c2=O)CC1	0	-4	-10	-0.2	90	-8	-2	-5	0.8	4
COc1ccc(CC(=O)Nc2nnc(SCC(=O)NCc3ccco3)s2)cc1OC	1	5	4	0.0	97	3	-2	nt	-0.6	4

More structures follow.
SMILES	N-glyco inh	HTR2A ag	Cardio protect	aDG glyco act	ABCB6 inh 2	PDI turbidity	Exocytosis inh	CaV13 ICDI inh	hiPSC survival	Vif inh
N#Cc1ccccc1OCC(=O)OCC(=O)N1CCCC1	0	-3	7	-0.2	95	-4	-24	-7	9.5	12
Cn1c(CSc2nc3ccccc3s2)nnc1SCC(=O)NCc1ccccn1	0	9	5	0.5	105	-9	2	nt	0.6	6
CCc1ccccc1Nc1nn2c(=O)c3ccc(C(=O)NCc4ccccn4)cc3nc2s1	0	6	22	-0.1	105	6	-3	-2	-0.2	7
CCOc1cc(S(=O)(=O)NCc2ccc3c(c2)OCO3)c(C)cc1C	-1	7	-2	1.0	102	2	1	nt	0.7	-17
CC1CCN(S(=O)(=O)c2ccc(C(=O)Nc3ccccc3-c3nc4ccccc4[nH]3)cc2)CC1	-12	-4	-19	0.4	98	5	5	-5	-3.3	-6
CC(C)CC1C(=O)N(Cc2cn(Cc3ccco3)nn2)CCS(=O)(=O)N1Cc1ccc(-c2ccncc2)cc1 (centres undefined)	15	-1	13	0.2	109	-1	-3	-7	6.1	5
CCOC(=O)C(=CNc1cscc1S(=O)(=O)C(C)C)C(=O)OCC	-2	-6	0	0.0	96	0	-9	-5	-0.1	-4
COc1ccc(NC(=O)N2C3CCCC2CC(NC(=O)c2ccccc2)C3)cc1 (centres undefined)	-1	14	2	0.0	94	-5	3	-4	-0.2	33
COC(=O)c1ccc(CNC(=O)c2coc3ccccc3c2=O)cc1	0	-3	6	-0.1	103	-5	-3	2	0.2	-5
CCOC(=O)C1=NOC2(C1)C(=O)Nc1c(Cl)cccc12 (centres undefined)	nt	5	nt	0.1	100	nt	6	-9	-1.5	nt
Cc1cc(C)c(C=NNc2nc3c([nH]2)c(=O)n(C)c(=O)n3C)c(C)c1	1	4	9	-0.1	92	1	-12	-5	-1.2	16
CN(CC(=O)Nc1ccc(N2CCOCC2)cc1)C(=O)c1cc2c(s1)CCCC2	0	0	-2	-0.2	99	-3	4	-6	2.8	-3
CC(NC(=O)c1cc(COc2ccc(-n3cncn3)cc2)on1)c1ccc(F)cc1 (centres undefined)	2	1	-3	0.2	98	7	0	-15	1.2	3
O=c1[nH]nc(-c2ccc(F)cc2)cc1Cc1cccs1	-1	-7	1	0.0	96	8	4	-5	-0.7	2
NS(=O)(=O)c1ccc(CCNC(=O)c2cccc([N+](=O)[O-])c2)cc1	2	1	6	-0.3	96	-10	2	1	1.1	16
CN(Cc1ccccc1)C(=O)c1cnc(Cc2c[nH]c3ccccc23)c(I)c1	-3	-7	-13	0.0	86	-1	0	-8	1.0	?
O=C(NCc1ccco1)c1cc2nc(-c3ccc4c(c3)OCO4)cc(C(F)(F)F)n2n1	-1	2	8	0.0	96	-5	2	-9	-3.0	6
CCCCNC(=O)NS(=O)(=O)c1ccc(NC(=O)CCC(=O)c2cccs2)cc1	2	-3	-8	0.1	98	-3	31	-18	0.3	-9
CN(CC(O)COCc1ccccc1F)C1CCCCC1 (centres undefined)	-4	2	0	0.0	101	2	0	2	0.5	-4
CCOc1ccccc1NC(=O)C(CC)Sc1nc2ccsc2c(=O)n1CCC(=O)O (centres undefined)	3	3	2	-0.3	101	-3	-1	-3	-0.5	-1
CN1CCN(S(=O)(=O)c2ccc(NN)nc2)CC1	2	-5	10	-0.1	99	-1	8	-3	-1.6	11
CCCCCCCCCCC[C@@H](C[C@@H]1OC(=O)[C@H]1CCCCCC)OC(=O)[C@H](CC(C)C)NC=O	1	3	-12	0.2	95	-7	5	-5	-2.5	24
Cc1nc2c(C(=O)NCc3ccc4c(c3)OCO4)c[nH]n2c(=O)c1Cl	0	2	7	-0.3	101	-10	-4	-8	4.4	16
O=C(O)CC1C(=O)NCCN1Cc1ccc(F)c(F)c1 (centres undefined)	0	7	-3	0.0	96	9	7	-6	-2.2	3
ON(Cc1c(F)cccc1Cl)Cc1c(F)cccc1Cl	-4	1	6	0.0	97	-4	-8	5	-0.1	4

Next compounds follow:
SMILES	N-glyco inh	HTR2A ag	Cardio protect	aDG glyco act	ABCB6 inh 2	PDI turbidity	Exocytosis inh	CaV13 ICDI inh	hiPSC survival	Vif inh
c1csc(-c2nn3cnnc3c3ccccc23)c1	4	0	-7	0.2	92	9	2	-2	-0.1	-3
CN(C)C=Nc1ncc2c3ccccc3n(Cc3ccccc3)c2c1C#N	2	0	-6	0.3	197	-4	-12	-1	-2.6	nt
COc1ccccc1NC(=O)CSc1ncnc2c1oc1ccccc12	-1	3	-6	0.0	102	-8	-4	nt	-1.2	-6
O=C(COC(=O)c1cccc(C(=O)OCC(=O)c2ccc(Br)cc2)n1)c1ccc(Br)cc1	0	5	-13	0.2	110	-6	1	-3	-1.8	-5
COC(=O)c1c(NC(=O)C(C)C)sc2c1CCN(Cc1ccccc1)C2	-4	-3	9	0.1	100	nt	0	-5	-1.8	-1
CC(C)=CCNc1ncnc2c1c(C#N)cn2C1OC(CO)C(O)C1O (centres undefined)	2	-3	-3	-0.2	101	-5	-5	-7	-2.3	2
O=C(Cn1c(SCC(=O)N2CCc3ccccc32)nc2ccccc21)NC1CCCC1	4	-4	0	0.0	103	0	-1	-6	3.6	4
C[C@@H]1CN(C(=O)c2cc(COc3cccc(C(F)(F)F)c3)on2)C[C@H](C)O1	2	11	-2	-0.2	102	-3	-9	-7	1.1	-4
O=[n+]1cc(-c2ccc(Cl)cc2)n([O-])c2c1CCC2	0	-6	0	0.4	97	-6	-5	-20	0.1	-5
CCOc1ccc(CCNC(=O)COC(=O)COc2ccc(C#N)cc2)cc1OCC	2	5	0	-0.2	98	1	0	-6	0.0	1
COc1cccc(CNc2nc3cc(-c4cccc(Cl)c4)sc3c(=O)n2C)c1OC	-3	0	-12	0.6	89	1	11	-5	-4.0	-21
Cc1nc2nc[nH]n2c(=O)c1NC(=O)CCc1ccccc1	1	2	10	0.3	103	-2	1	-3	1.0	5
O=S(=O)(Nc1cccnc1)c1cccnc1	0	4	2	0.4	104	6	15	-5	-1.4	2
Cc1cc(NS(=O)(=O)c2ccccc2)n(-c2ccccc2)n1	nt	-2	10	-0.3	96	-2	-1	-7	-1.5	nt
CCC(CC)NC(=O)C1CC(=O)N(CCc2ccc(F)cc2)C1 (centres undefined)	0	1	2	-0.2	99	-5	-23	-21	0.8	1
Cc1nn(S(=O)(=O)N(C)C)c(C)c1CN1C(=O)c2ccccc2C1=O	2	-3	1	-0.1	97	-6	1	-7	-0.2	nt
CCc1nn(CC(=O)N2CCC(C)CC2)c(=O)c2cccn12	1	-3	5	0.0	98	4	-6	-12	0.3	-3
O=S(=O)(Nc1cccc(-n2cnnn2)c1)c1cnc(Cl)c(Cl)c1	2	9	-2	1.8	98	5	-6	-15	-0.2	0
CCn1cc(C(=O)NCc2ccc3c(c2)OCO3)c(=O)c2cc(S(=O)(=O)N(C)C)ccc21	3	-3	6	-0.4	96	-2	0	-5	1.1	-3

Screening results deposited in PubChem BioAssay by several laboratories.
